ELG1 genotox = qHTS screen for small molecules that induce genotoxicity in human embryonic kidney (HEK293T) cells expressing luciferase-tagged ELG1. HEK293T ELG1-luciferase reporter, luminescence, 16 h. Potency, µM (doses to about 46 µM), for the others: at the highest dose activity change, positive = activation, most hits filed as activators. 1.3% of 330,000 active. AID 504466, 2011; also: % of control where 0% means no effect; nearly all actives have a fitted effect of over 60% in size
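Genotoxic stress is detected as increased luminescence from luciferase-tagged ELG1 in HEK293T cells, measured with ONE-Glo after a 16 hr treatment at 37 °C.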
RORg inh = qHTS for inhibitors of ROR gamma transcriptional activity. 5.4% of 310,000 active. Potency, µM (top dose mostly 53.6 µM), for inactives: at the highest dose activity change, negative = inhibition, actives largely listed as inhibitors. AID 2551, 2010. Drosophila S2 Gal4-RORgamma UAS-luciferase reporter, 20 h; also: % is scaled to controls: 0 for no effect and ±100 for the full control effect; nearly all actives have a fitted effect of over 60% in size
Target sequence (P51450 whole entry, looked up, the tested form may be a part): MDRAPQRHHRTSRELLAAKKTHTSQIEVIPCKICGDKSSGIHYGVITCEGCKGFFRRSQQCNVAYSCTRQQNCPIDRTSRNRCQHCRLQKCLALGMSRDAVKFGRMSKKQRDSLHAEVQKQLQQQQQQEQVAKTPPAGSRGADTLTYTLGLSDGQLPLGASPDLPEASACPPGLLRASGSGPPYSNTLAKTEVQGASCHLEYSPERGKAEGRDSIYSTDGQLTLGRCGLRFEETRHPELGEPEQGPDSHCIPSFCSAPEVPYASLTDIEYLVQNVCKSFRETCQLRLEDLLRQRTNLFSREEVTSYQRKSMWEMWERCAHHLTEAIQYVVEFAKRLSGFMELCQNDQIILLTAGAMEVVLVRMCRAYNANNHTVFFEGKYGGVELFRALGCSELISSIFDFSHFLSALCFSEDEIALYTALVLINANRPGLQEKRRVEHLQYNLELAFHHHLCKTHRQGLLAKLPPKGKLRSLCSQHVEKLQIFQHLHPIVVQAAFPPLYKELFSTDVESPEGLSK
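Stable Schneider cell line, Gal4 DNA-binding domain fused to ROR gamma, UAS-luciferase. Cmpd 1 hr RT → CuSO4 700 uM final → 20 hr RT → luciferase reagent 10 min → luminescence.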
VP16 counter = VP16 counterscreen qHTS for inhibitors of ROR gamma transcriptional activity; Drosophila S2 Gal4-VP16 UAS-luciferase, luminescence, 20 h; AID 2546, 2010; 3.5% of 310,000 active; Potency, µM (top dose mostly 53.6 µM), for the others: top-dose activity, negative = inhibition, hits mostly inhibitors;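 also: Gal4-VP16 expression switched on by copper sulfate through the metallothionein promoter; % is scaled to controls: 0 for no effect and ±100 for the full control effect; nearly all actives have a fitted effect of over 50% in size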
NPC1 promoter act = qHTS Assay for NPC1 Promoter Activators; 2.4% of 320,000 active; Potency, µM (series often up to 9.22 µM), inactives show top-dose activation, most hits filed as activators; Huh7 NPC1 promoter luciferase reporter, 24 h;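 also: % of control where 0% means no effect; nearly all actives have a fitted effect of over 60% in size; reporter is driven by a mutant NPC1 promoter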
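Huh7 cells stably carrying NPC1 promoter–luciferase, plated in Opti-MEM with 10% FBS for 2 h, were exposed to compound in DMSO for 24 h at 37 °C; luciferase reagent was added for 10 min and luminescence read.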
BRCA1 expr up = qHTS Assay to Identify Small Molecule Activators of BRCA1 Expression; Potency, µM (highest dose often 46.1 µM), for inactives: at the highest dose activation, hits mostly activators; AID 624202, 2012; 1.1% of 380,000 active; MCF7-BRCA1-FFLuc reporter, luminescence, 48 h; response scale: scaled: vehicle 0%, 10 µM genistein 100%; also: nearly all actives have a fitted effect of over 80% in size; some results filed as inactive show a strong effect at the top dose
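MCF7 cells carrying a BRCA1-firefly luciferase reporter (2000 cells/well, phenol-red free MEM) were attached for 2 h at 37 °C, then given compounds for 48 h. Luminescence was read 15 min after luciferase reagent; activity normalized to genistein (10 microM) and DMSO.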
FLuc modulator = qHTS profiling assay for firefly luciferase inhibitor/activator using purifed enzyme and Km concentrations of substrates (counterscreen for miR-21 project) | Luciferin 4-monooxygenase (Photinus pyralis), P08659 | purified FLuc, Km substrates, luminescence inhibition | Potency, µM (series often up to 57.5 µM), inactives show at the highest dose activity change, negative = inhibition, actives largely listed as inhibitors | 6.9% of 360,000 active | AID 588342, 2011;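 also: plate controls were vehicle for no effect and reference inhibitor for full effect; nearly all actives have a fitted effect of over 55% in size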
Target sequence (P08659 whole entry, looked up): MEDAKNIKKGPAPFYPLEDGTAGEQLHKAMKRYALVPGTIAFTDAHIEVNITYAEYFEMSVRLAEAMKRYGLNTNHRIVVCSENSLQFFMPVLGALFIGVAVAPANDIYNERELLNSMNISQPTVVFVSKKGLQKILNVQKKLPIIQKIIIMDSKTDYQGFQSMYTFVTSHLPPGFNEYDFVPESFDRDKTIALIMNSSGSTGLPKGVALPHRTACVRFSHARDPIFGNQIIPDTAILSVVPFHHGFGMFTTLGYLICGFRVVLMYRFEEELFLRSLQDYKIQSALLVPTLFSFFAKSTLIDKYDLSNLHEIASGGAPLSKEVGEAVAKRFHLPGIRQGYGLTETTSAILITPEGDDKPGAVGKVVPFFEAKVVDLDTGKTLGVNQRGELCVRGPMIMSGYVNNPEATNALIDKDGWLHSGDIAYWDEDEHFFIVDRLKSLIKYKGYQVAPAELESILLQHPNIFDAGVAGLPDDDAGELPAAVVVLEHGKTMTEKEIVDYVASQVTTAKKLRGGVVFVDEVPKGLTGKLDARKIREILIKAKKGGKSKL
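Purified P. pyralis luciferase, 10 nM final, with Km-level 10 uM D-luciferin and 10 uM ATP in 50 mM Tris acetate pH 7.5, 10 mM Mg acetate, 0.01% Tween-20, 0.05% BSA; 6-point qHTS titration about 60 µM downward; luminescence read.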
uPA surface inh = qHTS for Inhibitors of Cell Surface uPA Generation | cell surface uPA generation assay, qHTS | Potency, µM (highest dose often 38.3 µM), for the others: at the highest dose activity change, negative = inhibition, actives largely listed as inhibitors | 0.31% of 330,000 active; active = well fitted inhibition curve with a large enough effect; inconclusive = small, poorly fitted or top-dose-only effect; inactive = no such curve, though single readings can be large or run the other way; tested in mouse RAW 264.7 cells; also: % is scaled to controls: 0 for no effect and ±100 for the full control effect; nearly all actives have a fitted effect of over 55% in size
MBNL1-CUG inh = qHTS Assay for Inhibitors of MBNL1-poly(CUG) RNA binding; TR-FRET MBNL1-His/biotin-(CUG)12 binding, 665/545 ratio; 0.036% of 280,000 active; Muscleblind-like protein 1 (Homo sapiens), Q9NR56; Potency, µM (series often up to 57.5 µM), without a hit: top-dose activity change, negative = inhibition, most hits filed as inhibitors; active = well fitted inhibition curve with a large enough effect in the signal ratio, with a control signal flat, not every such curve was filed as active; inconclusive = small, poorly fitted or top-dose-only effect, or effect the other way, or a change in a side signal; inactive = no such curve, though single readings can be large or run the other way; the % refers to the signal ratio; also: % is scaled to controls: 0 for no effect and ±100 for the full control effect
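Ratiometric TR-FRET (665 over 545 nm, excitation 340 nm) tracks disruption of MBNL1-His/biotin-(CUG)12 complex after 60 min at room temperature, with compounds at 92 nM to 58 uM final.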
p53 reactivator = qHTS assay for re-activators of p53 using a Luc reporter; Potency, µM (titrated, usually from 92.2 µM), for the others: at the top dose activity change, positive = activation, hits mostly activators; H1299 p53-A138V BP100-luciferase reporter, luminescence, 24 h; AID 504706, 2011; 0.063% of 320,000 active; also: % of control where 0% means no effect; nearly all actives have a fitted effect of over 45% in size
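p53-null H1299 cells stably carrying temperature-sensitive p53-A138V and a BP100-luciferase reporter were pinned with compounds (4-point, 1:5 series) and held 24 hrs at 37 deg C. Luminescence was read 10 min after detection reagent.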
Rab9 prom act = qHTS Assay for Rab9 Promoter Activators; Huh7 Rab9 promoter-luciferase reporter, luminescence, 24 h; Potency, µM (series often up to 9.22 µM), without a hit: at the highest dose activation, negative = inhibition, most hits filed as activators; 2.8% of 320,000 active; AID 485297, 2010; also: % of control where 0% means no effect; nearly all actives have a fitted effect of over 60% in size
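Huh7 reporter line, Rab9 promoter upstream of luciferase. Compound exposure 24 h at 37 °C in reduced-serum medium with 10% FBS. Read-out: luminescence.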
Starred values were filed as active, the others as inactive; ? = inconclusive; . = no result given; & = joins results of further samples; [ ] = another dose, or the depositor's remark. Unless noted, calls follow the shape of the dose curve; as a rule, active = well fitted curve in the direction sought with a large enough effect; inconclusive = small, poorly fitted or top-dose-only effect, or another doubt; inactive = no such curve, though single readings can be large; an effect the other way counts as inactive or inconclusive. Potency is read from the fitted curve at half-maximal effect.

The opening five entries, to show the layout:
Value order – ELG1 genotox | RORg inh | VP16 counter | NPC1 promoter act | BRCA1 expr up | FLuc modulator | uPA surface inh | MBNL1-CUG inh | p53 reactivator | Rab9 prom act
> N=c1c(C(=O)NCc2ccc(F)cc2)cc2c(=O)n3ccccc3nc2n1Cc1cccnc1
 : -6% | 5% | -13% | -1% | 1% | 2% | -3% | ? | 0% | -10%
> Cc1cc(=O)[nH]c(SCC(=O)c2ccc3c(c2)NC(=O)CO3)n1
 : 2% | 13% | 0% | 2% | -1% | 0% | -2% | -5% | 0% | -2%
> CCOC(=O)C1=C(CC)Nc2ccccc2N=C1NC(=O)CCNC(C)=O
 : 5% | 9% | 8% | -1% | -8% | -2% | 6% | 0% | 0% | -7%
> Cc1cccc(C(=O)N2CCC(n3nnc4cc(F)ccc43)CC2)c1
 : -1% | 12% | 12% | -4% | 7% | 3% | 0% | -3% | -1% | 0%
> Cc1ccc(C)c(Cn2c(=O)c3c(nc4n3CCN4Cc3ccco3)n(C)c2=O)c1
 : 0% | 36% | 7% | 0% | 2% | -5% | 3% | 0% | -3% | -5%

Main list, repeating the preview:
Value order – ELG1 genotox | RORg inh | VP16 counter | NPC1 promoter act | BRCA1 expr up | FLuc modulator | uPA surface inh | MBNL1-CUG inh | p53 reactivator | Rab9 prom act
> N=c1c(C(=O)NCc2ccc(F)cc2)cc2c(=O)n3ccccc3nc2n1Cc1cccnc1
 : -6% | 5% | -13% | -1% | 1% | 2% | -3% | ? | 0% | -10%
> Cc1cc(=O)[nH]c(SCC(=O)c2ccc3c(c2)NC(=O)CO3)n1
 : 2% | 13% | 0% | 2% | -1% | 0% | -2% | -5% | 0% | -2%
> CCOC(=O)C1=C(CC)Nc2ccccc2N=C1NC(=O)CCNC(C)=O
 : 5% | 9% | 8% | -1% | -8% | -2% | 6% | 0% | 0% | -7%
> Cc1cccc(C(=O)N2CCC(n3nnc4cc(F)ccc43)CC2)c1
 : -1% | 12% | 12% | -4% | 7% | 3% | 0% | -3% | -1% | 0%
> Cc1ccc(C)c(Cn2c(=O)c3c(nc4n3CCN4Cc3ccco3)n(C)c2=O)c1
 : 0% | 36% | 7% | 0% | 2% | -5% | 3% | 0% | -3% | -5%
> Cc1onc(-c2c(F)cccc2Cl)c1C(=O)NC1CCSC1=O (stereo not given)
 : -4% | 0% | -26% | 0% | 9% | 0% | -3% | -9% | -10% | -1%
> COc1ccc(CN2CCNC(=O)C2CC(=O)NCc2csc(C(C)C)n2)c(OC)c1 (stereo not given)
 : 1% | 27% | 1% | -1% | -24% | 2% | 4% | 11% | -5% | 0%
> Cn1c(COc2ccccc2)nnc1SCCN1CCOCC1
 : 3% | 21% | -7% | 7% | 28% | 0% | 1% | 4% | 4% | -2%
> Cc1cc(=O)oc2ccc(OCC(=O)N3CCC(C)CC3)cc12
 : 0% | 40% | 10% | -2% | 7% | -12% | -2% | 2% | 5% | 0%
> O=C(NCCc1ccccc1F)N[C@@H](Cc1ccccc1)C(=O)O
 : 0% | -6% | 9% | 1% | 8% | 4% | 11% | -6% | 2% | -1%
> CCOC(=O)Cn1c(=O)n(CC(=O)OCC)c2ccccc21
 : 1% | -21% | -7% | -3% | -30% | -1% | -2% | 7% | 7% | -1%
> Cc1ccc(N2CCN(CCc3nc4cc(NC(=O)c5ccco5)ccc4n3C)CC2)cc1
 : -16% | ? | 10% | -2% | -34% | -6% | . | 0% | 23% | 1%
> Cn1c(=O)c2c(nc(Oc3ccc4ccccc4c3)n2C)n(C)c1=O
 : -31%[inhibitor] | 18% | 2% | 10% | -16% | 1% | . | -5% | -3% | 1%
> CCN(CC)C1CCN(C(=O)c2cc(COc3ccccc3SC)on2)C1 (stereo not given)
 : 1% | 0% | -13% | 3% | 17% | 6% | 2% | 3% | -3% | 2%
> CC1(C)[N+]([O-])=C2C(=[N+]([O-])C1(C)C)c1ccccc1/C2=N\O
 : 0% | -29% | -4% | 10% | 4% | 1% | -1% | ? | -5% | 2%
> COc1ccc(CCNC(=O)c2[nH]c(C)c(C(C)=O)c2C)cc1
 : -3% | -20% | 13% | -2% | -22% | -1% | -4% | 0% | -8% | -4%
> CC1CCCCC1NC(=O)C1CCN(c2c3c(nc4ncnn24)CCC3)CC1 (stereo not given)
 : -10% | 11% | -13% | -4% | 0% | 2% | -3% | -8% | 7% | -2%
> COC(=O)CN1C(=S)N(c2ccccc2)C(=O)C1CC(=O)Nc1ccc(Cl)cc1 (stereo not given)
 : -3% | ? | -5% | 1% | -4% | -1% | -1% | . | -4% | -41%[inhibitor]
> COC(=O)[C@@]1(C)[C@H]2C(=O)N(Cc3ccccc3)C(=O)[C@H]2[C@H]2CN=C(SCC(=O)c3ccccc3)N21
 : 7% | . | . | . | 5% | . | -11% | . | 8% | .
> CC1Sc2ccc(S(=O)(=O)NCCc3ccc(Cl)cc3)cc2NC1=O (stereo not given)
 : -1% | -11% | -9% | 1% | 3% | 3% | 13% | -7% | 2% | -3%
> CCOC(=O)N1CCN(c2c(N3CCN(c4ccccn4)CC3)c(=O)c2=O)CC1
 : -1% | 2% | -1% | -4% | -4% | 4% | 4% | ? | -12% | -3%
> O=C(OCn1nnc2ccccc2c1=O)c1cn(-c2ccccc2)nc1-c1cccnc1
 : -8% | 6% | -7% | 0% | -22% | 0% | 5% | 7% | 4% | 1%
> S=c1nc[nH]c2c1cnn2Cc1ccccc1
 : -5% | 22µM* | ? | 2% | 15% | 0% | 3% | 3% | 4% | 1%
> CC1(C)Cc2c(sc3nnn(CC(=O)Nc4ccccc4)c(=O)c23)CO1
 : -3% | 29% | -4% | -1% | -14% | 0% | 2% | ? | -4% | -5%
> CCN(CC)C(=O)C(=O)c1cccn1-c1c(Cl)cccc1C#N
 : -1% | -19% | -13%[10 µM] | -8% | 3% | 2% | -4% | -7% | 0% | -3%
> Cc1ccc(N2C(=O)c3ccccc3C2Nc2ccc(S(=O)(=O)N3CCOCC3)cc2)nc1 (stereo not given)
 : ? | 18% | 17% | 16% | 14µM* | -19% | 2% | 8% | 9% | 25%
> O=C(CCN1C(=O)C2C3CCC(C3)C2C1=O)OCC(=O)c1ccccc1 (stereo not given)
 : 0% | -11% | -5% | -1% | 1% | 13µM* | 6% | -1% | -1% | -2%
> COC(=O)c1cn(NC(=O)c2ccc(OC)c([N+](=O)[O-])c2)c(=O)c2ccccc12
 : -2% | 1% | 9% | -3% | 0% | -5% | -2% | ? | 0% | -2%
> COc1cccc(-c2c(C(=O)N/N=C(\C)c3ccc(Cl)s3)nnn2-c2nonc2N)c1
 : -4% | -2% | 10µM* | 0% | -37% | -3% | 6% | -4% | -4% | -1%
> Cc1nn(-c2ccc(F)cc2)c(C)c1CN1CCN(CCc2ccccc2)C(CCO)C1 (stereo not given)
 : -2% | 6% | 22% | -3% | 0% | 2% | 2% | -14% | -2% | -7%
> O=C(COc1ccc(Br)cc1)Nc1cc(S(=O)(=O)N2CCCCC2)ccc1N1CCCCC1
 : -9% | 15% | -13% | -5% | -9% | 0% | 13% | -11% | -4% | -2%
> CCOC(=O)CNc1nc(C#N)nc(N2CCOCC2)n1
 : -5% | 29% | -3% | -3% | -18%&-31% | 3% | 0% | 5% | -5% | -4%
> CCOC(=O)c1c(C)[nH]c(C(=O)CN(C)CC(=O)Nc2ccccc2Cl)c1C
 : -2% | . | . | -2% | -6% | . | 1% | . | 15% | -1%
> CCC(=O)NC(c1ccc(Cl)cc1Cl)c1ccc2cccnc2c1O (stereo not given)
 : ? | -1%[1.91 µM] | ? | -18% | -65% | -11% | -8% | 17% | . | -32%[inhibitor]
> COc1ccccc1NC(=O)COC(=O)c1[nH]c(=O)[nH]c(=O)c1N
 : 0% | . | . | . | 9% | . | 4% | . | 6% | .
> O=C(NCCCn1ccnc1)/C(=C\c1cccnc1)NC(=O)c1ccco1
 : -7% | 2% | 3% | -17% | 16% | -1% | 0% | . | -3% | -4%
> N#CCN(CC#N)C(=O)C1c2ccccc2Oc2ccccc21
 : 2% | . | . | -4% | -6% | 0% | -1% | 5% | . | 2%
